CBFb-SMMHC binding = inhibitors of RUNX1 Runt–CBFb-SMMHC binding, biochemical, TR-FRET (AID 1438); TR-FRET Runt domain–CBFb-SMMHC binding, biochemical; higher % means a stronger effect; one-dose inhibition, % at 20 µM; IC50 in µM for titrated hits; 2,200 compounds, 2% hits; in the data active = inhibition from about 52%, or a potency from the dose series; inactive = the rest, 99 in 100 with inhibition below about 48%
Numbers without * were called inactive. A portion of the library, so the mix of outcomes need not match the whole.

No. | CBFb-SMMHC binding | structure
1 | 31% | Nc1cccc2c1C(=O)N(C(=O)c1ccc(Cl)c(S(=O)(=O)N3CCCCCC3)c1)C2=O
2 | 36% | Cc1cc(C)c2c(n1)nn1c(NCCCN(C)C)cc(C)nc21
3 | 40% | COC(=O)c1c(N)n(-c2ccc(NC(C)=O)cc2)c2nc3ccccc3nc12
4 | 36% | COCCOC(=O)C1=C(C)NC2=C(C(=O)CC(C)(C)C2)C1c1cccnc1 (stereo not given)
5 | -4% | Cc1ccc(CN2C(=O)N/C(=C/c3ccc(-c4ccc(C(=O)O)cc4)o3)C2=O)cc1
6 | 33% | Cc1cccc(-n2c(N)c(C(=O)NCCN3CCOCC3)c3nc4ccccc4nc32)c1
7 | 3% | CCOC(=O)/C(C#N)=C/c1c(Oc2cccc(C)c2)nc2c(C)cccn2c1=O
8 | 31% | CCOc1ccc(C2C=C(c3ccc(F)cc3)Nc3ncnn32)cc1 (stereo not given)
9 | 30% | O=C(COc1ccc2c(C(F)(F)F)cc(=O)oc2c1)NCc1cccs1
10 | -8% | N#C/C(=C\c1ccncc1)c1nc2c(s1)CCCC2
11 | -7% | Cc1c(NC(=O)Nc2c(Cl)cccc2Cl)c(=O)n(-c2ccccc2)n1C
12 | 36% | CCN(CC)c1nc2ccccc2nc1C(C#N)C(=O)NCCCOC (stereo not given)
13 | -18% | N=c1oc2ccc3ccccc3c2cc1C(N)=S
14 | 37% | CS(=O)(=O)c1sc2nc(-c3cccs3)cc(-c3ccccc3)c2c1N
15 | -5% | CCOc1ccc2nc(SCC(=O)Nc3ncccn3)[nH]c2c1
16 | 12% | COc1ccc(C(=O)/C=C/Nc2ccc(S(=O)(=O)Nc3nc(C)cc(C)n3)cc2)cc1OC
17 | 4% | O=c1c2ccccc2n(CC(O)CN2CCCCC2)c2ccccc12 (stereo not given)
18 | -13% | Cc1cccc2cc(C#N)c(NCCNS(=O)(=O)c3ccccc3)nc12
19 | -15% | O=C(O)c1ccc(N/N=C/c2ccc(-c3cccc(Cl)c3)o2)cc1
20 | 40% | CCOc1cc(-c2cc(-c3ccc(N)cc3)nc(N)c2C#N)ccc1O
21 | -7% | COc1ccc(CCC(=O)N2CC(C)OC(C)C2)cc1 (stereo not given)
22 | -6% | CN1CCc2nc(NC(=O)COc3ccc(C#N)cc3)sc2C1
23 | 13% | Cc1cccn2c(=O)c(/C=C(\C#N)C(=O)NC3CCS(=O)(=O)C3)c(N3CCC(C)CC3)nc12 (stereo not given)
24 | 49% | CC1CCc2c(sc(Nc3nc4c(F)cccc4s3)c2C(N)=O)C1 (stereo not given)
25 | -35% | O=c1oc2c(CN3CCCCC3)c(O)ccc2cc1-c1nc2ccccc2[nH]1
26 | 30% | COC(=O)c1ccc(C(=O)OC)c(NC(=O)Oc2ccccc2)c1
27 | 52%* | N#Cc1c(NC(=S)NC(=O)c2ccccc2)sc2c1CCN(CCc1ccccc1)C2
28 | 43% | CCCOc1ccccc1C1C(C(=O)OC)=CN(C(C)C)C=C1C(=O)OC
29 | -4% | O=C(c1ccccc1)c1cc(Cl)ccc1N1C(=O)C=CC1=O
30 | 21% | CCOc1ccc(/C=C(\C(=O)O)c2ccc(S(=O)(=O)N3CCOCC3)s2)cc1OC
31 | 2% | CCCn1c(=N)c(C(=O)NC2CCCC2)cc2c(=O)n3cccc(C)c3nc21
32 | 25% | CCOC(=O)CNc1c(-c2ccc(Cl)cc2)nc2cnccn12
33 | -8% | N#Cc1c(-c2ccccc2Cl)c2c([nH]c1=O)-c1ccccc1OC2
34 | -7% | Clc1ccc(-c2ccnc(-n3cccc3)n2)s1
35 | 0% | O=C(/C=C/Nc1nccs1)C(F)(F)Cl
36 | -19% | CCC(C)n1c(=N)c(C#N)cc2c(=O)n3cccc(C)c3nc21 (stereo not given)
37 | -2% | CC(=O)c1c(N2CCN(c3ccccn3)CC2)nc(=S)n(-c2ccccc2)c1C
38 | -1% | Cc1ccc(S(=O)(=O)c2cc(C#N)c(=O)[nH]c2N)cc1
39 | -7% | O=C(CSc1ncnc2ccccc12)c1ccco1
40 | -134% | Cc1cc(C)cc(Oc2nc3ccccn3c(=O)c2/C=C(\C#N)C(=O)NC2CCS(=O)(=O)C2)c1 (stereo not given)
41 | -5% | COc1ccc(/C=C/C(=O)N(c2ccccn2)C2CCCCC2)cc1OC
42 | 2% | CCc1c(C)c2cc(Cl)c(O)c(CN(CC)CC)c2oc1=O
43 | -4% | N#Cc1c2ccccc2nc2ccccc12
44 | 9% | Cc1cc(C(=O)CSc2n[nH]c(N)n2)c(C)n1-c1ccc(F)cc1
45 | -13% | COc1ccccc1NC(=O)c1cc2ccc(O)cc2o/c1=N\O
46 | 42% | Cc1cccc(Oc2nc3ccccn3c(=O)c2/C=C(\C#N)C(=O)NC2CCS(=O)(=O)C2)c1 (stereo not given)
47 | -13% | CC1(C)N([O-])c2cc([N+](=O)[O-])ccc2[N+]1=O
48 | 36% | COc1cccc(C2C(C(=O)Nc3nc4ccccc4s3)=C(C)NC3=C2C(=O)CC(C)(C)C3)c1OC (stereo not given)
49 | -3% | CCCS(=O)(=O)c1c(S(=O)(=O)CCC)c2cc(-c3ccncc3)ccn2c1C(=O)OC
50 | -214% | CCN1CCN(C2=CC3=CC(=C(C#N)C#N)CCC3CC2)CC1 (stereo not given)

Structural class: the compounds so far containing an aryl thioether with sulfur outside any ring
No. | CBFb-SMMHC binding | structure
15 | -5% | CCOc1ccc2nc(SCC(=O)Nc3ncccn3)[nH]c2c1
39 | -7% | O=C(CSc1ncnc2ccccc12)c1ccco1
44 | 9% | Cc1cc(C(=O)CSc2n[nH]c(N)n2)c(C)n1-c1ccc(F)cc1

Continuation:
No. | CBFb-SMMHC binding | structure
51 | 14% | CC(=O)Nc1ccc(S(=O)(=O)Nc2nc3ccccc3nc2Sc2nncn2C)cc1
52 | -3% | COc1ccc(OC)c(NC(=S)N2CCc3ccccc3C2)c1
53 | -16% | CCOC(=O)c1cc2c(=O)n3ccccc3nc2n(Cc2ccco2)c1=NC(=O)c1ccc(OC)cc1OC
54 | 15% | O=C(O)c1cc(N/N=C/C=C/c2ccccc2)ccc1Cl
55 | 8% | CSc1c(SCc2ccccc2)cnn(Cc2ccccc2)c1=O
56 | 42% | CCCCn1c(NC(=O)c2ccccc2Cl)c(C#N)c2nc3ccccc3nc21
57 | -4% | CC(=O)OCC(=O)NCc1ccc2c(c1)OCO2
58 | -5% | CCCn1nc(NC(=O)c2ccco2)c2cc3cc(C)ccc3nc21
59 | 33% | CCN1CCc2c(C#N)c(N3CCOCC3)nc(NCCO)c2C1
60 | -5% | Cc1ccccc1N=Cc1cc2c(cc1O)OC(N)=C(C#N)C2c1ccccc1 (stereo not given)
61 | -6% | CCc1c(C)c(C#N)c2nc3ccccc3n2c1Nc1c(C)n(C)n(-c2ccccc2)c1=O
62 | 42% | CCOC(=O)c1c(N)n(CCOC(=O)c2cccs2)c2nc3ccccc3nc12
63 | 6% | O=c1nc(/C=C/c2ccc(-c3ccc(F)cc3)o2)cc(C(F)(F)F)[nH]1
64 | 30% | CCOC(=O)c1cc2c(=O)n3ccccc3nc2n(CCOC)c1=NC(=O)c1ccncc1
65 | 31% | Cc1cccn2c(=O)c3cc(C#N)c(=O)n(CCCN4CCOCC4)c3nc12
66 | -17% | CC(C)c1cc(NCCCN2CCOCC2)n2c(nc3ccccc32)c1C#N
67 | 10% | COCCN(CCOC)Cc1c(O)ccc2c3c(c(=O)oc12)CCC3
68 | -13% | CCO/C=C1/C(=O)N(c2ccccc2OC)C(=O)c2ccccc21
69 | 18% | CCc1cc(=O)oc2c(CN3CCCC3)c(O)c(Cl)cc12
70 | 7% | CCOC(=O)N1CCN(C(=O)c2cccn3c(=O)c4cc(Br)ccc4nc23)CC1
71 | -15% | O=C(Cn1c2ccccc2c(=O)c2ccccc21)Nc1ccccc1F
72 | -5% | O=C(O)c1ccc(N/N=C/c2ccc(-c3ccccc3Cl)o2)cc1
73 | -10% | COc1ccc(C(c2oc(CO)cc(=O)c2O)c2oc(CO)cc(=O)c2O)cc1
74 | 27% | Cc1cc(C)c2c3c(sc2n1)C(c1cccc(F)c1)C(C#N)=C(N)O3 (stereo not given)
75 | -8% | N#CC1=C(N)Oc2cc(O)ccc2C1C1CCCCC1 (stereo not given)

Structures listed above marked active in CBFb-SMMHC binding:
No. | CBFb-SMMHC binding | structure
27 | 52%* | N#Cc1c(NC(=S)NC(=O)c2ccccc2)sc2c1CCN(CCc1ccccc1)C2

Back to the main list; the six compounds before the break are reprinted first.
No. | CBFb-SMMHC binding | structure
70 | 7% | CCOC(=O)N1CCN(C(=O)c2cccn3c(=O)c4cc(Br)ccc4nc23)CC1
71 | -15% | O=C(Cn1c2ccccc2c(=O)c2ccccc21)Nc1ccccc1F
72 | -5% | O=C(O)c1ccc(N/N=C/c2ccc(-c3ccccc3Cl)o2)cc1
73 | -10% | COc1ccc(C(c2oc(CO)cc(=O)c2O)c2oc(CO)cc(=O)c2O)cc1
74 | 27% | Cc1cc(C)c2c3c(sc2n1)C(c1cccc(F)c1)C(C#N)=C(N)O3 (stereo not given)
75 | -8% | N#CC1=C(N)Oc2cc(O)ccc2C1C1CCCCC1 (stereo not given)
76 | -13% | CCN(CC)c1ccc2cc(C(N)=O)c(=O)oc2c1
77 | 0% | CC(=O)Nc1sc2c(c1C(N)=O)CCN(Cc1ccccc1)C2
78 | 26% | CC12CCC(=O)N1c1c(sc3nc(N4CCOCC4)c4c(c13)CCCC4)C(=O)N2 (stereo not given)
79 | -11% | Cc1ccc(Oc2nc3c(C)cccn3c(=O)c2/C=C(\C#N)C(N)=O)cc1
80 | 14% | CCOC(=O)c1cc2c(=O)n3ccccc3nc2n(Cc2ccco2)c1=NC(=O)c1ccccc1OC
81 | 0% | N#CC(C#N)=C1C=C2C=C(N3CCOCC3)CCC2CC1 (stereo not given)
82 | -16% | CC(C)S(=O)(=O)C1=NSC2=NC(=O)/C(=C\c3ccc(-c4ccccc4)o3)C(=N)N21
83 | -54% | Cc1[nH]n(-c2ccccc2)c(=S)c1C=Nc1cccc([N+](=O)[O-])c1
84 | -15% | CNC(=O)/C(C#N)=C/c1c(N(Cc2ccccc2)Cc2ccccc2)nc2c(C)cccn2c1=O
85 | -14% | CCCOc1c(Br)cc(C2C3=C(CCCC3=O)N(CC)C3=C2C(=O)CCC3)cc1OC
86 | -8% | COc1cc(N2C(=O)C=CC2=O)c(OC)cc1Cl
87 | 41% | Cc1ccc(C2OC34CCCCCC3C(C#N)(C(=N)O4)C2(C#N)C#N)cc1 (stereo not given)
88 | -5% | O=C(O)c1cccc(S(=O)(=O)Nc2ccc3oc(=O)sc3c2)c1
89 | -7% | CC1=CC(c2ccc(Cl)cc2)n2nc(NC(=O)CCC(=O)O)nc2N1 (stereo not given)
90 | 15% | O=c1oc2c(CN3CCOCC3)c(O)c(Cl)cc2c2c1CCC2
91 | 46% | COc1ccc2cc(-c3nc4ccccc4n3C)c(=O)oc2c1
92 | 16% | S=c1[nH]nc2c3c4c(sc3ncn12)CCCC4
93 | -9% | Cc1ccc(C)n1-c1nccc(-c2ccco2)n1
94 | -10% | CN1CCN(C2=CC3=CC(=C(C#N)C#N)CCC3CC2)CC1 (stereo not given)
95 | 38% | CCOC(=O)C1=C(C)NC2=C(C(=O)C(C(=O)OCC)C(c3cccc(OC)c3)C2)C1c1ccccn1 (stereo not given)
96 | -8% | COc1ccccc1Nc1nc2cc(C)ccc2cc1C#N
97 | -16% | CCOC(=O)c1c(NC(=S)Nc2ccccc2)sc2c1CCN(CC)C2
98 | 50% | CC(C)OCCCn1c(=N)c(C(N)=S)cc2c(=O)n3ccccc3nc21
99 | 0% | C=CCNc1sc(C(=O)c2cccs2)c(N)c1C#N
100 | -4% | COc1cc(OC)c(OC)cc1/C=N/Nc1ncnc2c1[nH]c1ccccc12
101 | -5% | Cc1cccc(/C=C(\C(=O)C(=O)O)c2ccc3ccccc3n2)c1
102 | 11% | CCOc1cc(C2NN=C(c3ccc(C)cc3)S2)ccc1O (stereo not given)
103 | -10% | CCOC(=O)c1cc2ccc(OC)cc2oc1=O
104 | 32% | CCOC(=O)c1sc2c(c1C)C(c1cccs1)C1=C(CCCC1=O)N2 (stereo not given)
105 | 46% | CCOC(=O)c1c(N2C(=O)C=CC2=O)sc(C)c1C

Compound activity deposited in PubChem BioAssay by Sanford-Burnham Center for Chemical Genomics.
